Screening data (PubChem)
Pf growth 96h = Primary qHTS for delayed death inhibitors of the malarial parasite plastid, 96 hour incubation | Potency, µM (top dose mostly 28.7 µM), without a hit: at the highest dose activity change, negative = inhibition, most hits filed as inhibitors | 6.9% of 320,000 active | P. falciparum luciferase reporter growth, 96 h; also: potency is read from the fitted curve at half-maximal effect; % is scaled to controls: 0 for no effect and ±100 for the full control effect
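P. falciparum expressing integrated firefly luciferase, in erythrocytes at 2% hematocrit, 0.05% parasitemia, incubated with compounds 96 h at 37 C, 5% CO2. Growth inhibition read as loss of luminescence; two-generation exposure targets delayed-death apicoplast inhibitors.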
Pf growth 48h = Primary qHTS for delayed death inhibitors of the malarial parasite plastid, 48 hour incubation; P. falciparum luciferase growth in erythrocytes, 48 h; Potency, µM (series often up to 28.7 µM), for inactives: at the top dose activity change, negative = inhibition, usual class: inhibitors; 5.9% of 310,000 active; AID 504832, 2011; also: potency is read from the fitted curve at half-maximal effect; % is scaled to controls: 0 for no effect and ±100 for the full control effect
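Luciferase-expressing P. falciparum in infected erythrocytes (2% hematocrit, 0.1% parasitemia final) in RPMI 1640/0.5% Albumax were exposed to compound for 48 hours at 37 C, 5% CO2; growth read as luminescence.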
Shiga inhibitor = A qHTS for Small Molecule Inhibitors of Shiga Toxin; Vero cells, Shiga toxin protein synthesis inhibition reporter; inhibition, % at 38.7 µM; 9.2% of 290,000 active; in the data active = inhibition mostly above about 28%, no sharp cut-off; inactive = mostly below about 43%; also: 0% is about no effect
Sm TGR inh = qHTS Assay for the Inhibitors of Schistosoma Mansoni Peroxiredoxins | purified TGR, DTNB reduction, TNB absorbance 405 nm | Potency, µM (titrated, usually from 114 µM), without a hit: top-dose activity change, negative = inhibition, hits mostly inhibitors | 3% of 360,000 active | AID 485364, 2010; also: potency is read from the fitted curve at half-maximal effect; % is scaled to controls: 0 for no effect and ±100 for the full control effect; nearly all actives have a fitted effect of over 60% in size
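First, TGR (20 nM dispensed) and NADPH were mixed with compound. Second, a 15 min room-temperature incubation followed. Third, further NADPH and then DTNB were added to start the reaction. Finally, TNB absorbance was monitored kinetically.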
Cycloheximide cs = Cycloheximide Counterscreen for Small Molecule Inhibitors of Shiga Toxin | AID 2314, 2010 | max response, % | 12% of 300,000 active | cell reporter, cycloheximide protein synthesis inhibition counterscreen; in the data active = max response mostly above about 13%, no sharp cut-off; inactive = mostly below about 14%; also: read at 38.3 µM for the half of the compounds with a filed dose; 0% is about no effect
FBPA Giardia inh = qHTS Assay for Inhibitors of Fructose-1,6-bisphosphate Aldolase from Giardia Lamblia; AID 2451, 2010; 0.71% of 290,000 active; Potency, µM (doses to about 59.6 µM), without a hit: at the highest dose activity, negative = inhibition, most hits filed as inhibitors; purified Giardia FBPA; also: potency is read from the fitted curve at half-maximal effect; % is scaled to controls: 0 for no effect and ±100 for the full control effect; nearly all actives have a fitted effect of over 55% in size
Target sequence (A8B2U2 whole entry, looked up): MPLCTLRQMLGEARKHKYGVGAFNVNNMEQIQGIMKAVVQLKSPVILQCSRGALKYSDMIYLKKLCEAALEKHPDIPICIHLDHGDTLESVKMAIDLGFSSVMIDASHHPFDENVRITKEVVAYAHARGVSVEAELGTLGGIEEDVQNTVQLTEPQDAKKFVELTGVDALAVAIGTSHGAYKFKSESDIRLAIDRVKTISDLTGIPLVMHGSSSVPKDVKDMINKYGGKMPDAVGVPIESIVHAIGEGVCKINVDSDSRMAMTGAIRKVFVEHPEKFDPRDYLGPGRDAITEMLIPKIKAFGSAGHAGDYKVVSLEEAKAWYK
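40 nM FBPA preincubated 10 min at RT with compound (up to 57.5 uM final), then substrate plus GAPDH/TPI/NAD/arsenate coupling and diaphorase/resazurin added. Fluorescence read after 20 min at RT, 525/598 nm.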
* marks the source's active call; other numbers are inactive results; ? = inconclusive; nt = no result given; & = joins results of further samples; [ ] = dose if it differs, or a comment. Unless noted, calls follow the shape of the dose curve; as a rule, active = well fitted curve in the direction sought with a large enough effect; inconclusive = small, poorly fitted or top-dose-only effect, or another doubt; inactive = no such curve, though single readings can be large; an effect the other way counts as inactive or inconclusive.

The line under a structure holds: Pf growth 96h	Pf growth 48h	Shiga inhibitor	Sm TGR inh	Cycloheximide cs	FBPA Giardia inh
> COCCNc1ncnc2nc[nH]c12
 : nt	21%	-16	29%	-4	8%
> Cc1cc(C)nc(NC(=O)CN2C(=O)c3ccccc3S2(=O)=O)n1
 : 4%	-16%	nt	-3%	nt	nt
> Cc1cccc(NC(=O)CN2CCN(C(=O)C3CCC3)CC2)c1C
 : 3%	-16%	nt	-4%	nt	nt
> NC(=O)NCc1ccc(Cl)cc1
 : ?	-3%	-16	0%	-2	5%
> FC(F)(F)Oc1ccc(NC(=S)NCc2ccccc2)cc1
 : ?	17%	13	-14%	2	-3%
> COc1ccc(C(=O)N(CC2CCCO2)C(C(=O)NC2CCCC2)c2ccc(C)cc2)cc1OC (stereo unspecified)
 : ?	?	-4	-12%	-1	-1%
> Brc1cccc(Cn2c(-c3cncs3)nc3ccccc32)c1
 : 8.3µM*	10µM*	32*	-17%	12	7%
> CSc1nc(C)cc(OCCO)n1
 : ?	nt	-4	0%	8	13%
> C=CCn1c(SCc2ccc(OC)cc2)nnc1-c1cccnc1
 : ?	-9%	-15	0%	-7	0%
> Cn1cc(CCC(=O)NCc2ccc(Cl)cc2)c2ccccc21
 : 40%[activator]	5%	13	5%&-5%	-5	-4%
> CCCCOC(=O)/C(=C/c1cn(C)c2ccccc12)NC(=O)c1ccc(OC)cc1
 : -28%	1%	0	3%	10	2%
> COC(=O)c1c(NC(=O)CN2C(=O)C(=O)N(CC(C)C)C2=O)sc2c1CCCCC2
 : -2%	3%	-8	-6%	-8	4%
> COc1cc(CN2CCNC(=O)C2CC(=O)N(C)CCCN2CCOCC2)cc(OC)c1 (stereo unspecified)
 : 4%	0%	5	-9%	-2	-10%
> CCc1c(C)nc(N)n2c(SCC(=O)Nc3ccccc3)nnc12
 : 37%[activator]	3%	-11	-26%	2	5%
> CN(Cc1ccccc1)CC(O)COc1ccc(CNCCCOc2cccnc2)cc1 (stereo unspecified)
 : ?	2.1µM*	-14	-31%	-3	0%
> COc1ccc(-n2c(SCC(=O)N3CCc4ccccc43)nnc2-c2c[nH]c3ccccc23)cc1
 : -16%	-25%	-11	-13%	-2	-3%
> CCN1CCN(C(=O)C2CCN(Cc3cc(Cl)ccc3O)CC2)CC1
 : ?	nt	-9	3%	-2	-28%
> O=C1CN(C(=O)COC(=O)CNS(=O)(=O)c2ccccc2)c2ccccc2N1
 : 13%	12%	-6	7%	0	4%
> Cc1ccc(CNC(=O)COC(=O)CSc2cc(C)c(Br)cc2C)cc1
 : 27%	0%	-3	-1%	-3	3%
> CC(=O)N1CC=C2C(C#N)=C(N)C(C#N)(C#N)C(CCc3ccccc3)C2C1 (stereo unspecified)
 : -7%	-28%	-22	40µM*	-2	-29%

In a second layout: entries from further up.
CCCCOC(=O)/C(=C/c1cn(C)c2ccccc12)NC(=O)c1ccc(OC)cc1
  Pf growth 96h: -28%; Pf growth 48h: 1%; Shiga inhibitor: 0; Sm TGR inh: 3%; Cycloheximide cs: 10; FBPA Giardia inh: 2%

COC(=O)c1c(NC(=O)CN2C(=O)C(=O)N(CC(C)C)C2=O)sc2c1CCCCC2
  Pf growth 96h: -2%; Pf growth 48h: 3%; Shiga inhibitor: -8; Sm TGR inh: -6%; Cycloheximide cs: -8; FBPA Giardia inh: 4%

COc1cc(CN2CCNC(=O)C2CC(=O)N(C)CCCN2CCOCC2)cc(OC)c1 (stereo unspecified)
  Pf growth 96h: 4%; Pf growth 48h: 0%; Shiga inhibitor: 5; Sm TGR inh: -9%; Cycloheximide cs: -2; FBPA Giardia inh: -10%

CCc1c(C)nc(N)n2c(SCC(=O)Nc3ccccc3)nnc12
  Pf growth 96h: 37%[activator]; Pf growth 48h: 3%; Shiga inhibitor: -11; Sm TGR inh: -26%; Cycloheximide cs: 2; FBPA Giardia inh: 5%

Later entries:
The line under a structure holds: Pf growth 96h	Pf growth 48h	Shiga inhibitor	Sm TGR inh	Cycloheximide cs	FBPA Giardia inh
> O=C(COc1ccccc1Cl)N1CCN(c2ccccn2)CC1
 : ?	-10%	nt	-2%	nt	nt
> C/C(=N\NC(=O)C1CC1)c1ccc(C(C)(C)C)cc1
 : 0%	?	18	-31%	21	nt
> COC(=O)c1ccc(NC(=O)c2ccc(NC(=O)C3CCCO3)cc2)cc1 (stereo unspecified)
 : 1%	?	-13	-1%	7	1%
> N/C(=N\OC(=O)CSc1ccccc1)c1ccncc1
 : ?	80%[activator]	79*	9%	47*	nt
> O=C(Nc1ccnn1C1CCN(C/C=C/c2ccccc2)CC1)c1ccccc1
 : ?	?	-10	-10%	-1	16%
> CCN(CC)S(=O)(=O)N1CCC(C(=O)NC2CCCc3ccccc32)CC1 (stereo unspecified)
 : nt	?	-1	-15%	2	-1%
> COc1ccc(NC(=O)Nc2ccccc2C(=O)N2CCCC2)cc1
 : nt	29%	25	7%	6	2%
> CNC(=O)c1ccc(-c2sc3nc(N4CCOCC4)c4c(c3c2N)CC(C)(C)OC4)o1
 : ?	?	12	-15%	-4	nt
> Cc1cc(=O)[nH]c(Nc2cccc(Cl)c2C)n1
 : 13%	-10%[0.00184 µM]	-9	25%	-3	9%
> O=C1c2ccccc2NC(c2cccc([N+](=O)[O-])c2)N1O (stereo unspecified)
 : 8.3µM*	?	-5	-7%	-2	?
> CCC(C)NC(=O)CSc1nc2ccccc2c(=O)n1Cc1ccc(OC)cc1 (stereo unspecified)
 : 1.7µM*	nt	12	1%	3	-5%
> COc1ccccc1-c1n[nH]c2c1[C@H](C)CC[C@H]2C(C)C
 : 35%[activator]	48%[activator]	1	2%	-6	nt
> CSc1nc2ccc(NC(=O)c3ccc(Cl)s3)cc2s1
 : 30%	189%[activator]	19	1%	3	0%
> O=C(Nc1ccc(S(=O)(=O)N2CCOCC2)cc1)c1c(F)cccc1F
 : -7%	-10%	13	-21%	-6	-3%
> COc1ccc(/C=C/c2ccncc2)c2ccccc12
 : ?	?	-23	1%	-4	16%
> COc1cccc(OCC(=O)N(C)Cc2nc(-c3cccc(C)c3)no2)c1
 : 21%	18%	-13	3%	-3	-4%
> Cc1ccn2c(=O)cc(C)nc2c1
 : ?	39%[activator]	22	6%	8	-1%
> COc1ccc(CC(=O)OCCN(C)C)cc1
 : 115%[activator]	nt	2	1%	5	-5%
> Cc1cccn2c(=O)c3cc(S(=O)(=O)c4ccccc4)c(=N)n(Cc4ccco4)c3nc12
 : 12%	?	0	-25%[57.1 µM]	11	1%
> Cc1ccc(OCC(=O)N/N=C/c2cn(Cc3ccccc3)c3ccccc23)cc1
 : -27%	10%	10	4%	-2	-6%
> CC(=O)c1ccc(NC(=O)CSc2nnc(-c3ccoc3C)n2Cc2ccccc2)cc1
 : 19%	-12%	31*	-10%	24*	8%
> Clc1cc(Br)ccc1OCCN1CCOCC1
 : 3%	7%	48	-9%	31*	-24%
> COc1ccc(C(=O)N/C(=C\c2cn(S(=O)(=O)N(C)C)c3ccccc23)C(=O)N2CCN(C)CC2)cc1
 : 14%	?	-7	-2%	0	-4%
> O=C1/C(=C\c2ccc(-c3ccccc3Cl)o2)SC(=S)N1CC1CCCO1 (stereo unspecified)
 : 0%	8%	-16	-29%	-2	0%
> O=C(CSc1nnc(CNc2ccc(F)cc2)o1)OC1CCCCC1
 : ?	40%	-3	0%	-3	5%
> O=C(/C=C/c1cccs1)N1CCN(c2ccc(F)cc2)CC1
 : ?	?	15	-1%	6	-1%
> CC(C)Cn1c(-c2cccs2)nc2nc3ccccc3nc21
 : nt	-20%	33	30%	-2	-28%
> Cc1[nH]c(-c2ccc(F)cc2)cc1C(=O)N1CCN(c2ccccc2F)CC1
 : 3.7µM*	-51%	14	-15%	3	-6%
> COC(=O)c1cc(NC(=O)COC(=O)CCc2c[nH]c3ccccc23)cc(C(=O)OC)c1
 : 21%	33%[activator]	nt	-9%	nt	nt
> O=C(NCc1ccccc1)C(c1ccc(F)cc1)N(C(=O)c1csnn1)c1ccccc1 (stereo unspecified)
 : 7%	-18%	2	-12%	-2	4%
> O=C(COC(=O)c1c(F)cccc1Cl)NC1CCCC1
 : 85%[activator]	93%[activator]	110*	0%	51*	0%
> Cc1ccc(C)c(S(=O)(=O)N2CCN(C(=O)[C@@H]3CCCN3C(=O)c3cccs3)CC2)c1
 : -1%	?	nt	-20%	nt	nt
> O=C(NCC(c1ccco1)N1CCc2ccccc21)c1c(F)cccc1F (stereo unspecified)
 : 8%	2%	nt	-3%	nt	nt
> CC1=C(C(=O)Nc2ccc(F)cc2)C(c2ccncc2)C2=C(CCCC2=O)N1 (stereo unspecified)
 : nt	0%	3	-3%	5	-9%
> CC(=O)c1cccc(NC(=O)N2CCCC2C(=O)NCc2ccc(C)cc2)c1 (stereo unspecified)
 : -6%	6%	-5	-37%	3	12%
> CCOc1ccc(NC(=O)[C@@H]2CCCN2C(=O)c2cccs2)cc1S(=O)(=O)N1CCCCC1
 : 9.3µM*	?	nt	1%	nt	nt
> O=S(=O)(CCc1ccncc1)Cc1ccc2c3c(cccc13)CC2
 : 6%	7%	-24	40µM*	0	-1%
> CCCOc1cccc(C2C(C(=O)c3cc4ccccc4o3)=C(O)C(=O)N2c2cc(C)on2)c1 (stereo unspecified)
 : 3.7µM*	?	10	0%	-2	nt
> O=C(Cn1cccn1)c1ccccc1
 : -1%	?	18	-1%	6	2%
> CC(C)(C)NC(=O)CN(Cc1cccnc1)C(=O)c1csnn1
 : -17%	19%	-7	-26%	-3	-3%

Compound profiles, from the list above. Order of screens: Pf growth 96h	Pf growth 48h	Shiga inhibitor	Sm TGR inh	Cycloheximide cs	FBPA Giardia inh
Record of `O=C(Cn1cccn1)c1ccccc1` : -1%	?	18	-1%	6	2%
Record of `COC(=O)c1c(NC(=O)CN2C(=O)C(=O)N(CC(C)C)C2=O)sc2c1CCCCC2` : -2%	3%	-8	-6%	-8	4%
Record of `CC(C)Cn1c(-c2cccs2)nc2nc3ccccc3nc21` : nt	-20%	33	30%	-2	-28%
Record of `Cc1ccc(C)c(S(=O)(=O)N2CCN(C(=O)[C@@H]3CCCN3C(=O)c3cccs3)CC2)c1` : -1%	?	nt	-20%	nt	nt

Later entries
The line under a structure holds: Pf growth 96h	Pf growth 48h	Shiga inhibitor	Sm TGR inh	Cycloheximide cs	FBPA Giardia inh
> COc1cccc2cc(C(=O)NCc3ccc(F)cc3)c(=N)oc12
 : -9%	-4%	29	-18%	11	-19%
> O=c1cc(N2CCc3ccccc3C2)[nH]c(=O)n1-c1ccc(Cl)cc1
 : -19%	51%[activator]	25	3%	-4	11%
> CCc1nnc(NC(=O)CSc2nnc(-c3ccoc3C)n2-c2ccc(C)cc2)s1
 : 24%	-20%	-28	-35%	3	13%
> COCCn1c(C)cc(C(=O)COC(=O)CNC(=O)c2ccccc2)c1C
 : 60%[activator]	71%[activator]	99*	-11%	61*	5%
> Cc1c(CC(=O)NCC(=O)NCC(=O)O)c(=O)oc2cc3c(cc12)CCC(C)(C)O3
 : 10%	13%	12	-12%	-2	1%
> CCc1nc2ccc(C(=O)N(C)CC(=O)Nc3ccc(F)c(F)c3F)cc2nc1CC
 : -24%	20%	nt	1%	nt	nt
> Cc1cc(CNC(=O)C2CCC(=O)N(Cc3cccc(C(F)(F)F)c3)C2)no1 (stereo unspecified)
 : 7%	1%	-1	-17%	2	-2%
> Fc1ccc(Sc2ccccc2CNC2=NCCN2)cc1
 : 2.1µM*	5.9µM*	-1	-6%	-2	7%
> CCc1ccc(CN(C)C(=O)CCc2nnc(COc3ccccc3)o2)cc1
 : ?	-14%	81*	-5%	30*	0%
